CatB mix inh = inhibitors of human cathepsin B in compound mixtures | inhibition, %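 (ten-compound pools at 5 µM per compound and 50 µM total)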 | P07858 | 62,000 compounds, 0.06% hits | AID 488 | Purified cathepsin B, AMC dipeptide fluorescence; in the data active means inhibition above about 22%, passing the limit was not always enough;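 further: 0% = enzyme without compound and 100% = no enzyme blank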
Cathepsin G inh = inhibitors of human cathepsin G; purified enzyme, AMC-tetrapeptide fluorescence, pooled mixtures; AID 581; 62,000 compounds, 0.2% hits; inhibition, % at 5 µM (by protocol);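 active means inhibition above 20% in each of the two mixture wells holding the compound; inactive means inhibition of 20% or less in either well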;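 further: 0% = enzyme control without mixture and 100% = blank lacking enzyme; strong numbers were not always called active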
FXIa inh mix = inhibitors of human coagulation factor XIa, pooled mixtures | P03951 | purified FXIa, fluorogenic substrate | inhibition, % at 5 µM | 62,000 compounds, 0.19% hits;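 further: each value is inhibition by a whole ten-compound pool holding the compound; 0% = enzyme with no mixture and 100% = wells lacking enzyme; strong numbers were not always called active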
C1s inh = blocks human complement C1s protease activity | mean inhibition % of two 10-compound mixtures (hits give high values), % at 5 µM (by protocol) | 62,000 compounds, 0.16% hits | purified C1s, fluorogenic AMC substrate, pooled mixtures;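 active means inhibition above 20% in each of the two 10-compound mixture wells holding the compound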;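 further: 0% = enzyme wells lacking compound mixture and 100% = no-enzyme blank wells; some compounds called inactive have numbers as strong as hits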
Target sequence (P09871 16-437 limits assumed): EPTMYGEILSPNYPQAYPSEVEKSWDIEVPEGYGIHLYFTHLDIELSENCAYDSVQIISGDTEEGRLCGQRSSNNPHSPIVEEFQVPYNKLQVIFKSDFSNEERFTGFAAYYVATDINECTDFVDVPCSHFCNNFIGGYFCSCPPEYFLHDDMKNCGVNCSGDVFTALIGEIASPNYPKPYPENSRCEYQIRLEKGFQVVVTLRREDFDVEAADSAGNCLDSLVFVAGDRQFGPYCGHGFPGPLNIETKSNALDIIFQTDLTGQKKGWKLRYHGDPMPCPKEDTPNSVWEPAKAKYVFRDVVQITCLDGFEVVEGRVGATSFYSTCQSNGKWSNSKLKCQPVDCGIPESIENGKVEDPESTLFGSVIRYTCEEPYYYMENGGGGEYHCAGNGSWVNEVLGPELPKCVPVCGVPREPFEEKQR
Target sequence (P09871 438-688 limits assumed): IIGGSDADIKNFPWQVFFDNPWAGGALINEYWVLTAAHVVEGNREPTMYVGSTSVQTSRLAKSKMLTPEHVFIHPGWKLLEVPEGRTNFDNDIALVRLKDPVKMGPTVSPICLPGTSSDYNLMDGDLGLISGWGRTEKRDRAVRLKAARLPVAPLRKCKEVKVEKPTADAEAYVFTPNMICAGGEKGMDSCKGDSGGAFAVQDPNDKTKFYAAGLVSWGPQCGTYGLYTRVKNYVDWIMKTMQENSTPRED
CatS block = human cathepsin S inhibition; P25774; recombinant cathepsin S, AMC dipeptide fluorescence, pooled mixtures; inhibition, %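 (tested at 5 µM per compound within 10-compound mixtures)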; 62,000 compounds, 0.06% hits; AID 501; in the data active means inhibition above about 32%, passing the limit was not always enough;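 further: 0% = enzyme without compound and 100% = blank without enzyme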
Target sequence (P25774 115-331 limits assumed): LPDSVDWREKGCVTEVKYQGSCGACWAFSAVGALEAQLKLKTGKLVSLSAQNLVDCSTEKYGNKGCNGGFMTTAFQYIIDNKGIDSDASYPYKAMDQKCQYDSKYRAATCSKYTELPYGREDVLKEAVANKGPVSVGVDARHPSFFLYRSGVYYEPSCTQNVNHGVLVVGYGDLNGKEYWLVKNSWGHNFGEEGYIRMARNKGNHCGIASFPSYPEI
FXIIa mix inh = blocks human factor XIIa in pooled compound mixtures; purified FXIIa, fluorogenic substrate; inhibition, % at 5 µM; 62,000 compounds, 0.2% hits;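 further: 0% = enzyme without compound and 100% = no enzyme blank; some results filed as inactive read as strong as hits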
CatB inh = inhibitors of human cathepsin B. P07858. purified cathepsin B, fluorogenic substrate, fluorescence. inhibition, %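 (tested at 10 µM)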. 63,000 compounds, 0.1% hits. AID 453; in the data active means inhibition above about 21%;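 further: 0% = enzyme with no compound and 100% = no enzyme blank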
AP complement = alternative pathway complement inhibition, orthogonal assay | inhibition, % at 5 µM | 62,000 compounds, 0.08% hits | Human serum alternative complement pathway, LPS-coated ELISA, C3 deposition; tested in compound mixtures;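 active means inhibition above 30% in each of the two pooled mixtures holding the compound, so the lower value exceeds 30%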;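 further: 0% = serum in Mg-EGTA without compound and 100% = EDTA serum blank; some compounds past the cut are filed as inactive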
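Test system: human serum alternative complement pathway, C3 deposition on LPS-coated wells; also added: Plate-bound LPS; doses: 5 µM per compound in ten-compound mixtures; schedule: 1 h at 37 °C; detection: Anti-C3 ELISA, OD 450 nm; evaluation: percent inhibition of C3 deposition onto LPS; repeats: two pool placements per compound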
CatL block = blocks human cathepsin L protease activity | purified cathepsin L, fluorogenic substrate, fluorescence | inhibition, %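 (tested at 10 µM)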 | 58,000 compounds, 0.17% hits | AID 460; in the data active means inhibition above about 45%;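 further: 0% = enzyme with no compound and 100% = no enzyme blank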
An asterisk follows results filed as active; i = inactive; / = no result given. Unless noted, no stated cut-off is given here; in the data, active means inhibition above about 20% (passing the limit was not always enough); inactive means the rest. These rows are one share of the data; rates above refer to the full screens.

SMILES	CatB mix inh	Cathepsin G inh	FXIa inh mix	C1s inh	CatS block	FXIIa mix inh	CatB inh	AP complement	CatL block
COc1ccc(-n2c(Cc3cccn3C)nnc2SCC(=O)NCc2ccc(F)cc2)cc1	3	-10	-4	-58	13	-1	7	-1	5
CN(CCC#N)CC(=O)Nc1ccc(NC(=O)CN(C)CCC#N)cc1	-7	-1	-5	-115	-14	8	-1	8	12
CCOC(=O)c1cccc(NC(=O)CSc2nnc(CNc3ccc(C)cc3)n2CC)c1	-2	6	5	-2	9	2	0	1	10
CC(C)(C)c1ccc(OCC(=O)NC2CCS(=O)(=O)C2)cc1 (centres undefined)	-2	-2	8	2	16	5	-1	12	14
CCOc1ccccc1-c1nc2c([nH]1)c(=O)n(C)c(=O)n2C	-2	-13	-2	-42	-2	9	0	3	-33
O=C(COC(=O)c1ccccc1NC(=O)c1ccco1)NCc1ccc2c(c1)OCO2	4	15	-7	-14	34	6	7	-8	0
CCNc1nc(C)nc2c1oc1ccccc12	11	-8	6	12	-6	-1	3	14	-2
Cc1ccc(C(=O)Nc2ccc(S(=O)(=O)N3CCN(C)CC3)cc2)o1	1	5	4	10	16	8	9	8	14
Cc1ccccc1-n1c(SCc2c(C)noc2C)nnc1-c1ccncc1	-2	1	0	1	5	6	2	2	9
O=C(CS(=O)CC(=O)N(CC(=O)NC1CCCC1)C1CCCC1)Nc1ccc(F)cc1 (centres undefined)	-11	-14	-10	-114	-30	-14	-1	3	-5
CCOC(=O)c1cnc(-n2nc(C)cc2C)nc1NC1CCCCC1	2	0	1	1	-4	6	3	3	-6
COc1ccc(CCNc2nc(C)nc3c2oc2ccccc23)cc1OC	0	7	5	11	-1	7	1	6	4
COC(=O)c1cc(Br)c(=O)n(CCC2=CCCCC2)c1	6	-5	-4	-23	11	10	5	-12	-1
NC(=O)c1c(N)sc(=S)n1CC1CCCO1 (centres undefined)	1	9	5	14	-7	3	5	0	5
Fc1ccc(-c2cc3nc4c(c(N5CCOCC5)n3n2)CCCC4)cc1	8	15	9	15	2	7	1	20	-11
COc1ccc(Cl)cc1S(=O)(=O)n1ccnc1C(C)C	2	0	7	0	9	0	-6	21	3
Cc1ccc(CSC2=NCCN2C(=O)C2CC2)cc1	5	0	4	2	-2	-4	-5	5	3
CCN(CC)S(=O)(=O)c1ccc(/C(O)=C(\C#N)c2nc3ccccc3n2C)cc1	-2	-8	5	-60	5	-15	5	11	13
Cc1noc(C)c1COc1cccc(C(=O)N2CCN(C/C=C/c3ccccc3)CC2)c1	1	2	8	12	-9	-17	5	4	-1
O=C1c2ccccc2CC1Sc1nnc(-c2ccccn2)o1 (centres undefined)	-3	9	-4	1	0	3	0	-4	25
CCCn1c(SCC(=O)N2CCCC2)nc2c1c(=O)n(C)c(=O)n2C	0	2	11	2	-6	2	1	-3	-2
CCN(CC)c1ccc(C=Nc2ccc(C#N)cc2)c(O)c1	0	9	4	2	2	16	5	3	11
O=C(O)C1CC(=O)N(Cc2ccccc2)C1 (centres undefined)	8	1	19	-27	16	10	0	9	-1
Cc1[nH]c(-c2ccco2)nc1C(=O)O	-1	-4	0	-21	-4	0	1	1	-2
COc1ccc(C(=O)/C=C\N2CCOCC2)cc1	2	-5	5	-4	17	-14	4	-14	18
Next structures.
SMILES	CatB mix inh	Cathepsin G inh	FXIa inh mix	C1s inh	CatS block	FXIIa mix inh	CatB inh	AP complement	CatL block
COc1ccc(C2/C(=C(/O)c3ccccc3)C(=O)C(=O)N2C)cc1 (centres undefined)	0	8	10	5	3	-2	-1	12	3
O=C(Nc1ccc2oc(-c3ccc(F)cc3)nc2c1)c1ccccc1F	2	-19	-5	-18	11	2	11	-15	-5
COC(=O)c1ccc(NC(=O)CSc2nnc(-c3ccncc3)n2N)cc1	5	-3	3	-13	20	-11	-2	1	/
FC(F)(F)c1cc(-c2ccccc2)nc(N2CCCCCC2)n1	0	8	1	-1	3	9	9	0	14
CCOc1nc(N(C)C)nc(-n2nnc(C(C)=O)c2C)n1	5	9	4	10	-4	-15	-1	12	-1
CN1C(=O)c2ccc(C(=O)NC3CCCCC3)cc2C1=O	-3	1	-8	-69	-5	6	-1	41*	3
CCc1ccc2[nH]c(=O)c(CN(CCN(C)C)C(=O)Nc3ccccc3)cc2c1	0	-4	-6	2	8	0	-1	-2	-1
CCCc1nc2ccccc2c(=O)n1/N=C/c1ccccc1O	-6	-14	-21	-126	-22	1	4	15	-6
CN1C(=O)OC(C)(CCc2ccccc2)C1(C)O (centres undefined)	6	-1	-1	-19	10	-25	6	-4	2
CNC(=O)c1cc2c(=O)n3cccc(C)c3nc2n(C(C)C)c1=N	-10	-17	-32	-203	-27	2	-22	7	i
COc1ccc(CC(NC(=O)c2ccccc2)C(=O)NCC(=O)O)cc1 (centres undefined)	2	9	0	-1	-10	6	4	8	13
Cn1c(SCC(=O)Nc2ccc(N3CCOCC3)c(Cl)c2)nnc1-c1ccccc1	-10	-25	-27	-83	-6	2	8	-9	4
COc1ccc(Cc2nn3c(-c4ccccc4Br)nnc3s2)cc1	1	7	5	8	-6	17	-1	27	9
Cc1ccc(S(=O)(=O)Nn2c(C)nnc2-n2nc(C)cc2C)cc1	5	8	2	13	2	-11	2	5	17
COc1ccccc1N1CCN(C(=O)c2ccoc2C)CC1	2	11	4	14	-1	5	1	7	-5
COc1ccc(N(CC(=O)N2CC=C(c3ccccc3)CC2)S(=O)(=O)c2c(C)noc2C)cc1	2	5	-6	-9	-5	-23	-3	22	/
COC(=O)c1ccc(C2C(C(=O)OCC(C)C)=C(C)N=C3SCCC(=O)N32)cc1 (centres undefined)	2	-2	29*	2	11	9	1	2	19
Cc1onc(-c2ccccc2Cl)c1C(=O)N(C)C1CCCCC1	2	10	4	10	-1	2	0	13	2
O=C(CCc1nc(-c2ccccc2)no1)Nc1cc(C(F)(F)F)ccc1Cl	0	6	10	3	0	9	0	9	-15
O=C1c2ccccc2C(O)(Cc2ccccc2)N1CCCN1CCOCC1 (centres undefined)	6	10	9	16	-1	-20	1	14	13
Cc1cc(NC(=O)CCC(=O)N(c2cccnc2)C(C(=O)NC2CCCC2)c2ccccc2F)no1 (centres undefined)	-4	-18	-7	-35	2	-15	-2	3	0
Cc1noc(C)c1S(=O)(=O)N(CC(=O)Nc1ccc2c(c1)OCO2)c1ccc(C(C)C)cc1	8	-12	2	-24	-2	8	2	12	/
COC(=O)[C@H](C)NC(=O)Nc1ccccc1F	3	10	5	12	0	2	2	6	4
Cc1nc2ccccc2c(=O)n1/N=C/c1c(O)ccc2oc3c(c12)CCCC3	-5	-2	-10	-65	1	9	-1	14	-6
CC1(C)CC(=O)C2=C(C1)OC(N)=C(C#N)C21CCN(C(=O)OCc2ccccc2)CC1	-7	1	7	-4	-5	-21	-2	-2	-4

A different layout for some results above.
canonical_smiles,CatB mix inh,Cathepsin G inh,FXIa inh mix,C1s inh,CatS block,FXIIa mix inh,CatB inh,AP complement,CatL block
CCOc1nc(N(C)C)nc(-n2nnc(C(C)=O)c2C)n1,5,9,4,10,-4,-15,-1,12,-1
Cc1ccc(S(=O)(=O)Nn2c(C)nnc2-n2nc(C)cc2C)cc1,5,8,2,13,2,-11,2,5,17

Going on with the list:
SMILES	CatB mix inh	Cathepsin G inh	FXIa inh mix	C1s inh	CatS block	FXIIa mix inh	CatB inh	AP complement	CatL block
Cn1c(=O)c2c(nc(N3CCNCC3)n2Cc2cccc3ccccc23)n(C)c1=O	5	3	6	0	-1	16	-3	-3	-10
CCc1cccc2c(=O)c(C(=O)N3CCCCCC3)c[nH]c12	12	24	9	13	-3	3	-2	1	-5
COC(=O)c1c(F)c(F)c(NCCO)c(F)c1F	-3	-5	6	-37	-8	10	3	3	-4
CCN(CC)C(=O)C1CCN(S(=O)(=O)c2ccc3oc4ccccc4c3c2)CC1	7	4	10	4	1	2	-4	9	4
CCOc1ccc(NS(=O)(=O)c2ccc(OCC(=O)N3CCCC3)cc2)cc1	3	11	-2	-9	0	-6	2	-2	5
Cc1cc(NC(=O)COc2cccc3cccnc23)no1	5	13	15	16	20	1	0	-1	2
Cc1ccc(-c2nnn(CC(=O)N(c3cccc(O)c3)C(C(=O)NC(C)(C)C)c3cccs3)n2)o1 (centres undefined)	5	10	0	14	-2	2	2	27	8
Cn1c(-c2ccc(C(=O)c3ccccc3)s2)nc2ccccc21	2	2	-5	-12	-3	0	1	25	-16
O=C1C(Cl)=C(N2CCCCC2)C(=O)N1c1ccccc1	-1	-8	5	-31	18	4	6	-7	11
COc1cccc(-c2c(NC(=O)c3ccco3)n(-c3ccc(C)cc3)nc(C)c2=O)c1	-8	11	12	4	14	11	2	2	13
CCc1ccc(C2CC(=O)NC(SCC(=O)OC(C)C)=C2C#N)cc1 (centres undefined)	1	12	8	13	-2	27	4	20	-4
CCCOc1ccc(C(C)(O)CN2CCOCC2)cc1 (centres undefined)	-7	-10	-11	-83	0	0	-1	17	22
Cn1cnc2c1c(=O)n(Cc1ccccc1)c(=O)n2C	1	8	-3	-1	-4	-2	/	21	-1
CCCCc1nc2ccccc2n1Cc1nnc2n1-c1ccccc1SC2	3	6	3	-6	4	4	4	13	5

In the list so far, 15 contain a halogen:
SMILES	CatB mix inh	Cathepsin G inh	FXIa inh mix	C1s inh	CatS block	FXIIa mix inh	CatB inh	AP complement	CatL block
COc1ccc(-n2c(Cc3cccn3C)nnc2SCC(=O)NCc2ccc(F)cc2)cc1	3	-10	-4	-58	13	-1	7	-1	5
O=C(CS(=O)CC(=O)N(CC(=O)NC1CCCC1)C1CCCC1)Nc1ccc(F)cc1 (centres undefined)	-11	-14	-10	-114	-30	-14	-1	3	-5
COC(=O)c1cc(Br)c(=O)n(CCC2=CCCCC2)c1	6	-5	-4	-23	11	10	5	-12	-1
Fc1ccc(-c2cc3nc4c(c(N5CCOCC5)n3n2)CCCC4)cc1	8	15	9	15	2	7	1	20	-11
COc1ccc(Cl)cc1S(=O)(=O)n1ccnc1C(C)C	2	0	7	0	9	0	-6	21	3
O=C(Nc1ccc2oc(-c3ccc(F)cc3)nc2c1)c1ccccc1F	2	-19	-5	-18	11	2	11	-15	-5
FC(F)(F)c1cc(-c2ccccc2)nc(N2CCCCCC2)n1	0	8	1	-1	3	9	9	0	14
Cn1c(SCC(=O)Nc2ccc(N3CCOCC3)c(Cl)c2)nnc1-c1ccccc1	-10	-25	-27	-83	-6	2	8	-9	4
COc1ccc(Cc2nn3c(-c4ccccc4Br)nnc3s2)cc1	1	7	5	8	-6	17	-1	27	9
Cc1onc(-c2ccccc2Cl)c1C(=O)N(C)C1CCCCC1	2	10	4	10	-1	2	0	13	2
O=C(CCc1nc(-c2ccccc2)no1)Nc1cc(C(F)(F)F)ccc1Cl	0	6	10	3	0	9	0	9	-15
Cc1cc(NC(=O)CCC(=O)N(c2cccnc2)C(C(=O)NC2CCCC2)c2ccccc2F)no1 (centres undefined)	-4	-18	-7	-35	2	-15	-2	3	0
COC(=O)[C@H](C)NC(=O)Nc1ccccc1F	3	10	5	12	0	2	2	6	4
COC(=O)c1c(F)c(F)c(NCCO)c(F)c1F	-3	-5	6	-37	-8	10	3	3	-4
O=C1C(Cl)=C(N2CCCCC2)C(=O)N1c1ccccc1	-1	-8	5	-31	18	4	6	-7	11
